Screens: PubChem BioAssay, The Scripps Research Institute Molecular Screening Center
M1 ag: agonists of human M1 muscarinic receptor; activation, % at 3 µM; 0.33% of 360,000 active; P11229; AID 588814; CHO-K1 hM1, Fluo-8 calcium fluorescence, agonist mode; 0% DMSO, 100% acetylcholine EC100;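 active = activation above the run's mean compound activation plus 3 SD, cut at about 16% in these data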;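 note: peak over basal fluorescence ratio within a 140 s kinetic read after compound addition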
Target sequence (P11229 whole entry, looked up): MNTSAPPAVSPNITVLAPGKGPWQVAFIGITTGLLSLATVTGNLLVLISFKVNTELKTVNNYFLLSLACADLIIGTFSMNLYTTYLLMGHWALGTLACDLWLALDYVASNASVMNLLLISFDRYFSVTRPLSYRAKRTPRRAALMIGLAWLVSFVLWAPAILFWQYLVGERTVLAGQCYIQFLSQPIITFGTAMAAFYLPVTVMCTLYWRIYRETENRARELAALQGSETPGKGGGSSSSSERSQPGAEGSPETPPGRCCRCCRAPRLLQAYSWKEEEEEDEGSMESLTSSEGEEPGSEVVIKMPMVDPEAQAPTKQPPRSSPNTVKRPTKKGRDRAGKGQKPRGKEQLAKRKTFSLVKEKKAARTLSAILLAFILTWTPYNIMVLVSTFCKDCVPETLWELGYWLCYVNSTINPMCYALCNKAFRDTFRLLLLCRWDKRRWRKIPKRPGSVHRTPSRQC
M1 ag parental: nonselective activator or artifact in parental CHO-K1 cells; activation, % at 3 µM; 0.48% of 360,000 active; Fluo-8 calcium fluorescence; scaled to maximal ATP response, vehicle zero; in the data active = activation above about 15%;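 note: untransfected CHO-K1 host cells lacking M1 receptor as counterscreen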
M1 PAM: human CHRM1 positive allosteric modulation. activation, % at 3 µM. P11229. CHO-K1 hM1, Fluo-8 calcium fluorescence, ACh EC20; 0% = ACh EC20, 100% = maximal ACh. 0.088% of 360,000 active; in the data active = activation above about 19%, passing the limit was not always enough
CHO parental Ca: counter-screen: ATP calcium response change in parental CHO cells; parental CHO-K1, ATP-induced calcium, Fluo-8 fluorescence; 0.63% of 330,000 active; inhibition, % at 5.6 µM; AID 463079;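 active = inhibition above that plate's mean sample inhibition plus 3 SD, cut at about 26% in these data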;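 note: 0% = ATP-challenged DMSO wells and 100% = DMSO wells without ATP; some compounds past the cut are filed as inactive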
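Measured by: calcium-sensitive Fluo-8 fluorescence / Test system: CHO parental line / Controls: ATP-challenged DMSO wells low, unchallenged DMSO wells high / Measure: % inhibition / Compound: single nominal dose of 5.6 µM per compound / Replicates: single well per compound, no replicates / Reagent: ATP as calcium-mobilizing challenge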
TAAR1 agonist: agonists of human TAAR1. AID 624467. activation, % at 3 µM. CHO RD-HGA16 TAAR1, Fluo-8 calcium fluorescence; vehicle wells 0%, saturating PEA agonist 100%. 0.99% of 360,000 active;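 active = activation above the mean activation of all test compounds in the run plus 3 SD, cut at about 38% in these data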
Target sequence (Q96RJ0 whole entry, looked up): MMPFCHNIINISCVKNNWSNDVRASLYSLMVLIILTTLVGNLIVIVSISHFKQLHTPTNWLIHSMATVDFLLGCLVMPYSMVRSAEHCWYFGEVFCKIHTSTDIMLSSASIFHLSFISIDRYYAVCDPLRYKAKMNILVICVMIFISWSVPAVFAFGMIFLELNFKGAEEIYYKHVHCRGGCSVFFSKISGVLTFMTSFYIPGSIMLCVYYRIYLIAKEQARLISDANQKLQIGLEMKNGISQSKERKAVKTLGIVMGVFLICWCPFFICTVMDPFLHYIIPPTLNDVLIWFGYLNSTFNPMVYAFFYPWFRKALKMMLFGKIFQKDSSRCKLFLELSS
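System: CHO-derived RD-HGA16 cells with stable Gα16 and human TAAR1. Times: 17-24 h plating, Fluo-8 75 min 37 °C, 30 min RT. Measured by: calcium-sensitive Fluo-8 signal, excitation 470-495, emission 515-575 nm. Read-out basis: % activation relative to PEA EC100 response. Control set: DMSO and PEA EC100. Repeats: no replicates (n 1).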
TAAR1 antag: human TAAR1 antagonism | Q96RJ0 | CHO RD-HGA16 TAAR1, Fluo-8 calcium fluorescence, antagonist | inhibition, % at 3 µM | 1.5% of 360,000 active | AID 624466;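 active = inhibition above a per-plate cutoff, the mean inhibition of test compounds on that plate plus 3 SD, cut at about 49% in these data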;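 note: 0% = DMSO plus EC80 beta-PEA response and 100% = DMSO alone without agonist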
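System: CHO RD-HGA16 cells bearing hTAAR1. Reagent: EC80 β-phenethylamine stimulus. Schedule: seeding 17-24 h prior, 75-min 37 °C, 30-min RT dye loading. Signal: Fluo-8 intracellular calcium dye fluorescence, real-time kinetic reads. Read-out: % inhibition from peak post-agonist over basal fluorescence ratio. Benchmarks: vehicle wells and EC80 agonist wells. Replicates: n of 1.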
M1 antag: antagonists of human M1 muscarinic receptor | inhibition, % at 3 µM | CHO-K1 hM1, Fluo-8 calcium fluorescence, ACh EC80 antagonist | P11229 | 1.3% of 360,000 active | AID 588852;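 active = percent inhibition above its own plate's cutoff, namely the mean of that plate's compound wells plus 3 SD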;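 note: peak over basal fluorescence ratio during 140 s after agonist addition; 0% = ACh EC80 plus DMSO and 100% = DMSO alone without agonist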
M1 PAM parental: M1 PAM counterscreen hit in parental CHO-K1 cells; activation, % at 3 µM; ATP EC20, Fluo-8 calcium fluorescence; 0% at ATP EC20, 100% at ATP max; 0.02% of 360,000 active;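 active = activation above the run cutoff, the mean activation of all test compounds plus 3 SD, cut at about 40% in these data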;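 note: peak over basal fluorescence ratio in a 140 s read after ATP addition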
CHO-K1 Ca antag: M1 antagonist counterscreen hit in parental CHO-K1 cells | ATP-induced calcium, Fluo-8 fluorescence | inhibition, % at 3 µM | 0.6% of 360,000 active | AID 602250;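 active = inhibition above a per-plate cutoff, the plate's mean sample inhibition plus 3 SD, cut at about 24% in these data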;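 note: 0% = DMSO plus EC80 ATP and 100% = DMSO alone without ATP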
* marks the source's active call; other numbers are inactive results; nt = no result given. These rows are one share of the data; rates above refer to the full screens.

SMILES | M1 ag | M1 ag parental | M1 PAM | CHO parental Ca | TAAR1 agonist | TAAR1 antag | M1 antag | M1 PAM parental | CHO-K1 Ca antag
O=C(Cn1c(=O)c(C(F)(F)F)nc2ccccc21)N1CCC2(CC1)OCCO2 | -1.6 | -0.3 | 3.8 | -8.8 | 1.1 | 2.8 | -3.9 | -5.1 | 5.3
COC(=O)C1=C(c2cccc(C#N)c2)C[C@@H]2CC[C@H]1N2C(=O)NCCOc1ccc(OC)cc1 | -9.5 | -0.6 | -0.4 | -1.7 | 6.8 | 8.5 | 1.3 | -9.8 | 1.4
Clc1ccc(-c2nc3ccc(Cl)cn3c2CN2CCOCC2)cc1 | -2.2 | 2.8 | -0.6 | -18.5 | 18.0 | 10.1 | 5.0 | 12.4 | 7.5
Cc1ccnc(NC(=O)CCCc2ccc(N(CCCl)CCCl)cc2)n1 | -3.4 | 0.7 | 0.2 | nt | 3.7 | -28.6 | -5.2 | 2.8 | -2.6
O=C(O)CN1C(=O)CN=C(c2ccccn2)c2cc(Cl)ccc21 | -2.6 | 0.0 | 8.9 | -6.4 | -0.2 | -9.8 | -5.7 | -5.8 | -12.8
COC(=O)C1=C(c2ccc(-c3ccccc3)c(F)c2)C[C@@H]2CC[C@H]1N2C(=O)NCC1CC1 | -5.2 | 1.4 | -11.8 | -4.2 | 0.0 | -1.5 | 20.8 | -0.5 | -3.9
Cc1nn(Cc2ccccc2Cl)c(Cl)c1C(=O)OCC(=O)NC(=O)NC1CCCCC1 | -3.3 | 0.1 | 9.8 | -15.1 | 0.7 | -23.8 | -2.0 | 9.7 | -4.3
CCn1c(O)c(C(=O)CC2NCCc3ccccc32)c(=O)n(CC)c1=S (stereo not given) | -4.8 | 0.1 | 1.4 | 4.0 | nt | nt | -1.2 | 7.2 | 0.2
O=C(Nc1cccc(Cl)c1)OC1CN2CCC1CC2 (stereo not given) | 6.2 | 16.5* | -17.5 | 46.0* | 6.6 | 23.7 | 37.1 | -27.6 | 44.9*
CC(=O)N1CCN(CCN=Cc2c(O)n(-c3ccc(C)cc3)c(=S)[nH]c2=O)CC1 | 0.1 | -0.6 | 24.1 | 1.8 | 0.1 | -11.9 | -16.0 | -3.3 | -8.9
COc1cccc(C(=O)C2CCCN(Cc3ccc4nsnc4c3)C2)c1 (stereo not given) | -6.8 | 0.4 | -21.9 | -18.6 | 1.2 | 3.1 | 33.8* | 15.2 | -18.8
C[N+](C)(C)CC1CCCc2ccccc2C1=O (stereo not given) | 2.8 | 0.9 | 5.2 | nt | 0.5 | 8.9 | -10.3 | 11.2 | -10.0
C=CCN1C(=O)/C(=C/c2ccc3c(c2)CCCN3CCC)C(=O)NC1=S | -5.2 | 0.3 | 5.5 | 4.4 | -0.5 | -22.9 | 0.0 | 15.6 | -16.9
Cc1[nH]c2ccccc2c1C(=O)C(=O)N1CCC2(CC1)OCCO2 | -2.3 | 1.5 | 6.8 | -3.6 | -0.3 | -25.6 | -6.4 | 14.5 | -14.8
Cc1ccc2cccc(OC(=O)N3CCCC3)c2n1 | -5.7 | -0.3 | 6.3 | 3.0 | 9.8 | 7.3 | -4.0 | 3.8 | -1.4
Oc1ccc(CCN2CCCCC2)cc1 | -6.5 | -0.1 | -1.7 | nt | 0.1 | -1.0 | -13.1 | -2.2 | 0.4
COc1ccc2oc3c(c2c1)NC(=O)CN=C3c1ccccc1 | -2.0 | -0.2 | -8.9 | -8.2 | 13.1 | -15.9 | 2.3 | -10.1 | 8.5
CN1CCCN(c2ccc([N+](=O)[O-])nc2)CC1 | -9.8 | 0.3 | 2.4 | -8.0 | 1.6 | 1.9 | -7.6 | -2.6 | -9.9
CCOc1cccc(=NC2CCCCC2)c2c(C)[nH]c(C)c12 | -6.5 | 0.9 | 3.8 | -14.3 | 2.9 | -3.2 | -4.6 | 20.1 | -5.8
COC(=O)C1=C(c2c(C)noc2C)C[C@@H]2CC[C@H]1N2C(=O)NCCO | -6.9 | 0.6 | 6.4 | -0.5 | nt | nt | -0.8 | 5.9 | -15.5
CCN1CCOC(c2ccccc2)C1 (stereo not given) | 0.4 | 0.8 | 3.2 | nt | 36.4 | 0.5 | -13.2 | 5.0 | -10.2
CCCCN1C(=O)NC(=O)C2(Cc3cc(C)ccc3N(C)C2)C1=O (stereo not given) | 0.8 | 0.3 | -2.2 | -7.6 | 6.6 | -8.1 | -23.6 | -2.0 | -1.1
CCCCn1c(=O)c(C(=O)NCc2ccncc2)c(O)c2ccccc21 | -1.9 | -0.1 | 7.0 | -32.6 | 13.5 | 10.6 | -8.8 | 8.9 | -5.4
CC(=O)N1CC(=O)Nc2ccc(Cl)cc2C1c1ccccc1 (stereo not given) | -6.0 | 1.8 | 4.8 | -2.8 | 1.6 | 1.2 | -10.3 | 5.6 | -10.3
Cc1ccc(O)c(C(=O)c2cc(C(=O)NCc3ccccc3)c(=O)n(Cc3ccccc3)c2)c1 | -3.6 | 0.8 | 1.9 | -22.4 | 0.3 | 0.5 | -3.0 | 12.8 | 0.8

Some values from the results shown.
`Cc1[nH]c2ccccc2c1C(=O)C(=O)N1CCC2(CC1)OCCO2` @ M1 ag: -2.3
`COc1cccc(C(=O)C2CCCN(Cc3ccc4nsnc4c3)C2)c1` (stereo not given) @ M1 ag parental: 0.4
`CCN1CCOC(c2ccccc2)C1` (stereo not given) @ TAAR1 antag: 0.5

The results go on:
SMILES | M1 ag | M1 ag parental | M1 PAM | CHO parental Ca | TAAR1 agonist | TAAR1 antag | M1 antag | M1 PAM parental | CHO-K1 Ca antag
CC(=O)O[C@@H]1[C@H]2CC[C@@H]3[C@]1(C[C@@H](OC(C)=O)[C@@]1(O)C([C@@H]4O[C@@H]4C1(C)C)[C@]3(C)O)C[C@@]2(C)O (stereo not given in full) | -4.9 | 1.5 | 6.2 | 0.1 | 7.0 | 6.7 | 1.4 | 12.7 | -6.4
Cc1ccc(Cn2cc(C=O)c(-c3ccc(C)cc3)n2)cc1 | -6.3 | 2.3 | 3.6 | 2.0 | -0.2 | 19.6 | -2.1 | 14.8 | -11.6
COc1ccc(CN2C(=O)NC(=O)/C(=C/c3ccc([N+](=O)[O-])s3)C2=O)cc1 | 3.9 | 7.0 | 1.7 | -0.8 | 3.6 | 12.3 | -8.3 | 8.8 | 0.3
O=C(Cc1ccccc1F)N1CCN(CC(=O)N2CCCC2)CC1 | 0.3 | 1.3 | 4.9 | -12.4 | 1.1 | -12.0 | -12.9 | 11.4 | -11.9
COCCOC(=O)C1=C(N)Oc2c(c(=O)oc3ccccc23)C1c1ccncc1 (stereo not given) | -2.1 | 0.4 | -8.9 | -15.0 | -1.8 | -2.4 | 13.5 | -7.3 | 5.1
NS(=O)(=O)c1cccc(N2CCNCC2)c1 | -5.8 | -0.4 | -3.6 | -8.3 | 12.0 | 5.8 | 7.6 | -4.7 | 6.8
O=C(CSC1c2ccccc2-c2ccccc21)N/N=C/c1ccccc1O | -1.5 | 3.0 | 4.8 | -6.8 | 8.2 | 38.2 | -0.9 | 28.4 | -16.3
COc1ccc(CN2Cc3cnnn3-c3ccccc3C2c2ccccc2)cc1 (stereo not given) | 1.1 | 0.0 | 11.6 | nt | -1.5 | -9.7 | -16.1 | -13.0 | 5.5
CCCCn1c(O)c(C(C)=NC(Cc2c[nH]c3ccccc23)C(=O)OC)c(=O)[nH]c1=O (stereo not given) | -3.3 | 1.9 | -7.7 | -4.2 | 8.8 | 11.3 | 7.1 | 9.0 | -10.2
COc1cc(OC)c([C@H]2C=C(C)[C@H]3C[C@@H]2C3(C)C)c(OC)c1 | -3.6 | 0.2 | 8.6 | -10.4 | 2.5 | -39.4 | -10.6 | 10.2 | -21.6
CCOCCCNC(=O)C1c2cc(OC)c(OC)cc2C(=O)N2CCCCC12 (stereo not given) | -5.3 | 0.8 | 4.1 | -9.8 | 1.6 | -6.2 | -1.2 | 26.6 | -14.6
O=C1NC(=O)C(CCc2ccccn2)(Cc2cccc(Cl)c2Cl)C(=O)N1c1ccc(Br)cc1 (stereo not given) | -5.4 | 4.3 | 6.2 | -47.9 | -2.2 | -10.0 | -12.4 | 27.3 | -11.4
CN1C(=O)C2C[C@@]3(Br)c4ccccc4N(OOSc4ccccc4)[C@H]3N2C(=O)[C@@H]1Cc1ccccc1 (stereo not given in full) | -1.6 | 0.4 | 6.2 | -24.0 | 8.0 | 10.9 | -2.5 | 9.0 | -9.5
CCOc1cc(C=O)ccc1O | -2.0 | 0.1 | 5.9 | 6.6 | 2.8 | -29.9 | 1.8 | 12.9 | -0.7
O=C(NN=Cc1ccc(N(CCCl)CCCl)cc1Cl)c1cccnc1 | -0.8 | 1.4 | -8.7 | nt | 3.5 | 35.0 | 2.4 | -2.3 | -10.2
CN1C2CCC1CC(OC(=O)c1cccc(O)c1)C2 (stereo not given) | -14.0 | 0.6 | -32.9 | nt | 3.0 | -6.8 | 59.1* | 4.6 | 0.6
CC(=NCCCN1CCOCC1)c1c(O)n(-c2ccccc2C)c(=O)[nH]c1=O | -5.3 | 0.1 | 10.6 | 3.6 | 10.4 | 2.6 | -4.9 | 18.4 | -12.7
COC(=O)C1=C(c2cccc(OCc3ccccc3)c2)C[C@@H]2CC[C@H]1N2C | -7.7 | 1.1 | -10.0 | nt | 11.3 | -10.2 | -1.9 | 22.3 | 2.3
CC1(C)CN=C(NCc2ccccc2Cl)S1 | -5.5 | 0.2 | -7.4 | -16.9 | 6.5 | -7.0 | 14.2 | 13.6 | -5.3
CN(C)C(=O)Oc1cccc(OCc2n(C)c3ccccc3[n+]2C)c1 | -7.8 | 0.3 | -1.8 | -12.2 | 2.1 | 3.7 | 5.1 | 16.6 | -8.6
COC(=O)C1=C(c2ccc(OCc3ccccc3)cc2)C[C@@H]2CC[C@H]1N2C(=O)NCc1ccc(N(C)C)cc1 | -3.4 | 0.1 | 3.2 | -10.7 | 1.2 | -2.0 | 0.6 | 13.0 | -8.1
CC(=O)OC1CC2OC3C=C(C)CCC3(C)C1(C)C21CO1 (stereo not given) | -0.5 | 0.5 | 5.6 | nt | 4.3 | -31.0 | -13.6 | 7.3 | -5.8
COC(=O)C1=C(c2ccc(Cl)c(C(F)(F)F)c2)C[C@@H]2CC[C@H]1N2C(=O)N1CCC(C)CC1 | -6.7 | 0.2 | 2.1 | -15.5 | nt | nt | -2.2 | 17.5 | -16.5

Given tab-delimited: part of the list above
canonical_smiles	M1 ag	M1 ag parental	M1 PAM	CHO parental Ca	TAAR1 agonist	TAAR1 antag	M1 antag	M1 PAM parental	CHO-K1 Ca antag
COC(=O)C1=C(c2cccc(OCc3ccccc3)c2)C[C@@H]2CC[C@H]1N2C	-7.7	1.1	-10.0	nt	11.3	-10.2	-1.9	22.3	2.3
CC1(C)CN=C(NCc2ccccc2Cl)S1	-5.5	0.2	-7.4	-16.9	6.5	-7.0	14.2	13.6	-5.3
